# PI5P4K alpha inh – inhibitors of human PI5P4K alpha | P48426 | hit rate 1.2% among 330,000 | AID 652105 | max response, % | PI5P4Kalpha enzyme, ADP-Glo luminescence, 60 min; stronger effect = lower value; active = max response of -50% or lower; inconclusive = between -30% and -50%; inactive = -30% or higher; note: value at the top dose of about 77 µM; % is set by controls: 0 for no effect and ±100 for the full control effect
# Target sequence (P48426 whole entry, looked up): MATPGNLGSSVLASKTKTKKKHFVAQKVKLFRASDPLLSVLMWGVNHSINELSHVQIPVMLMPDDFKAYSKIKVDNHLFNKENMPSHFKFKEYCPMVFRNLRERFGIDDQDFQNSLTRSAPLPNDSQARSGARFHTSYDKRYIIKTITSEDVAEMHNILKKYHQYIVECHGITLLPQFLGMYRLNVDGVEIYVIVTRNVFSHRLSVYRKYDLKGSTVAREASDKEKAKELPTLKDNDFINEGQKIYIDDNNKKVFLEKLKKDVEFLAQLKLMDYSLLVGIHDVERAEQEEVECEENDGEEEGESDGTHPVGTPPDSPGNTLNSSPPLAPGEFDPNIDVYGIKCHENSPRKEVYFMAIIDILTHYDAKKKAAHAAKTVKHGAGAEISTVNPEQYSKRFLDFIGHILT
#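 Quantitative HTS of the MLSMR library against PI5P4Kalpha with substrate. ATP added last at 5 microM final; room temperature, 60 minutes. Remaining ATP depleted, ADP converted and read as luminescence.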
# WRN inhibitor – blocks human WRN helicase; Q14191; WRN helicase unwinding, fluorescent forked duplex, kinetic; Potency, µM (top dose mostly 114 µM), without a hit: top-dose activity change, negative = inhibition, hits mostly inhibitors; hit rate 0.46% among 360,000; note: potency is the fitted concentration of half-maximal effect; % is set by controls: 0 for no effect and ±100 for the full control effect; nearly all actives have a fitted effect of over 55% in size
#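 Primary qHTS, 1536-well format. 20 nM WRN + compound, 15 min RT; start with 100 nM forked fluorophore/quencher duplex, 2 mM ATP (final); kinetic read ex 525/em 598 nm.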
# EPAC1 agonist – EPAC1 (human) agonism; O95398; EPAC1 agonist qHTS, biochemical assay; response scale: 100% = response to 6.5 mM cAMP; Potency, µM (doses to about 154 µM), without a hit: at the highest dose activation, hits mostly activators; hit rate 0.073% among 360,000; note: potency is the fitted concentration of half-maximal effect; nearly all actives have a fitted effect of over 60% in size
#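 Multi-concentration qHTS readout: loss of Rap1B-bound BODIPY-GDP fluorescence driven by 100 nM EPAC1 with excess GDP (50 uM), monitored kinetically at room temperature; agonist response expressed relative to 6.5 mM cAMP.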
# Abeta rescue – A-beta toxicity reversal in yeast; AID 1347071; yeast expressing A-beta42, growth rescue, OD600, 48 h; response scale: 0% DMSO, 100% iron-clioquinol control; Potency, µM (doses to about 46.1 µM), inactives show at the highest dose growth rescue, usual class: activators; hit rate 0.063% among 410,000; note: potency is the fitted concentration of half-maximal effect; nearly all actives have a fitted effect of over 55% in size
#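 Yeast A-beta toxicity model in growth medium with pinned compounds, 48 h at 30 C; growth read as absorbance at 600 nm. Normalized to FeCl3/clioquinol equimolar mix (positive) and DMSO (negative).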
# EPAC1 antag – antagonists of human EPAC1; O95398; EPAC1 GEF assay, Rap1b-BODIPY-GDP exchange fluorescence; Potency, µM (top dose mostly 115 µM), without a hit: at the top dose activity change, negative = inhibition, actives largely listed as inhibitors; hit rate 0.14% among 360,000; AID 720709;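 note: potency is the fitted concentration of half-maximal effect; plate controls were vehicle for no effect and positive control for full effect; nearly all actives have a fitted effect of over 50% in size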
# IL-2 act – activates IL-2 in a cell-based reporter assay; IL-2 activation reporter assay, cell-based qHTS; stimulated with anti-CD3/CD4/CD28 beads; in transgenic mouse T cells; activation, % (series mostly up to about 46 µM); hit rate 0.065% among 360,000; in the data active = activation above about 50%; inconclusive = mostly about 30% to 49%; note: 0% is about no effect
#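 Quantitative HTS in unstimulated transgenic mouse T cells, with memory T cells as non-tolerant control and PMA/ionomycin as tolerance-bypass control. Compound pretreatment lasted 60 minutes before 18 h bead stimulation; EGFP/DsRed fluorescence read.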
# FUS yeast rescue – suppressors of FUS proteinopathy in yeast | S. cerevisiae FUS-expressing, growth rescue, OD600, 24 h | Potency, µM (series often up to 76.6 µM), for the others: top-dose growth rescue (activation), actives largely listed as activators | hit rate 0.24% among 390,000 | AID 1347120;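 note: potency is the fitted concentration of half-maximal effect; plate controls were DMSO vehicle for no effect and reference control for full effect; nearly all actives have a fitted effect of over 55% in size; some results filed as inactive show a strong effect at the top dose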
#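 Yeast expressing FUS under galactose induction, OD 0.005 in 2% galactose medium; compounds in a dilution series, 24 h at 30C. Growth rescue by absorbance at 600 nm; CP55940 positive control, DMSO negative.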
# PLK1 PBD inh – inhibitors of human PLK1 polo-box domain binding; P53350; Plk1 PBD binding of FITC phosphopeptide, fluorescence polarization; Potency, µM, inactives show max response, negative = inhibition, actives largely listed as inhibitors; hit rate 2.8% among 360,000; note: potency is the fitted concentration of half-maximal effect; series mostly up to about 57 µM; % is set by controls: 0 for no effect and ±100 for the full control effect; nearly all actives have a fitted effect of over 65% in size
# Target sequence (P53350 whole entry, looked up, the tested form may be a part): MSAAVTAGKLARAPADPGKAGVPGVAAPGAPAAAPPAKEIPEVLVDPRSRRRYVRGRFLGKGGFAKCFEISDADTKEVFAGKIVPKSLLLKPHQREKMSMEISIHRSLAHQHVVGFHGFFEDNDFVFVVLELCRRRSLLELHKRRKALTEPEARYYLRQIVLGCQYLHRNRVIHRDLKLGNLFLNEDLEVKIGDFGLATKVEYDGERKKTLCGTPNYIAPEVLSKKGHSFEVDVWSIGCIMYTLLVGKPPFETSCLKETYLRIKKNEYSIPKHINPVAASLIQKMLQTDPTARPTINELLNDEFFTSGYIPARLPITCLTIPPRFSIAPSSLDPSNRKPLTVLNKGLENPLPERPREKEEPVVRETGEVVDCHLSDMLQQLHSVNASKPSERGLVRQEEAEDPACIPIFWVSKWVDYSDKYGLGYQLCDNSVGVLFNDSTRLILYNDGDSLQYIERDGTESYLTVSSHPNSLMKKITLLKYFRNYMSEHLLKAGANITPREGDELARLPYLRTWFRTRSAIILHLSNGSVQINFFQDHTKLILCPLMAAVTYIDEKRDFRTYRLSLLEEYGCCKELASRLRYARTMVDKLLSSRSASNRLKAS
# The depositor's hits bear a star; ? = inconclusive; nt = no result given; [ ] = another dose, or the depositor's remark. Unless noted, calls come from the whole dose curve; as a rule, active = well fitted curve in the direction sought with a large enough effect; inconclusive = small, poorly fitted or top-dose-only effect, or another doubt; inactive = no such curve, though single readings can be large; an effect the other way counts as inactive or inconclusive. Random draw from the library (roughly 4.1% active in at least one column).
nr	Structure	PI5P4K alpha inh	WRN inhibitor	EPAC1 agonist	Abeta rescue	EPAC1 antag	IL-2 act	FUS yeast rescue	PLK1 PBD inh
1	CCCCN(CCCC)CCCNC(=O)C12CN(Cc3ccccc3)CC1C(c1cccc([N+](=O)[O-])c1)=NO2 (centres undefined)	-3	-4%	-21%	-9%	-5%	1.3	-7%	-8%
2	CCOCC(=O)Nc1nnc(COC)s1	nt	-4%	2%	4%	0%	1.4	2%	-1%
3	N=c1sccn1CC(=O)Nc1ccccc1Oc1ccccc1	1	-4%	2%	11%	-8%	0.7	15%	-1%
4	O=C1C=C(c2ccc(Br)c3ccccc23)C[C@@H](c2ccc3c(c2)OCO3)C1	7	4%	-22%	-1%	-3%	0.0	21%	-6%
5	CC12CCC(=O)N1C(C(=O)N1CCN(S(=O)(=O)c3cccc(Cl)c3)CC1)CS2 (centres undefined)	0	3%	-4%	4%	-2%	1.6	-7%	-3%
6	CCc1cc(=O)oc2c(CN3CCN(C)CC3)c(O)c(Cl)cc12	nt	-10%	5%	9%	4%	-2.3	21%	-1%
7	CC(OC(=O)CCN=C1NS(=O)(=O)c2ccccc21)C(=O)Nc1ccc(F)cc1 (centres undefined)	-6	-8%	-2%	13%	-13%	0.0	11%	-11%
8	COc1ccc(C(=O)NCCNc2nc3cc(C)cc(C)c3cc2C#N)cc1	-3	-6%	2%	4%	-7%	-0.3	3%	-10%
9	OC(CN1CCN(C(c2ccccc2)c2ccccc2)CC1)c1ccccc1 (centres undefined)	7	-1%	1%	0%	19%	-0.3	-17%	1%
10	Oc1ccc(C[C@H]2CN([C@@H](Cc3ccccc3)CN3CCCC3CN3C(=S)NC[C@@H]3Cc3ccccc3)C(=S)N2CC2CCCCC2)cc1 (some centres undefined)	-6	-1%	3%	5%	-2%	-0.7	?	-5%
11	O=C(NCC1CCCO1)NC1(C(F)(F)F)Oc2ccccc2O1 (centres undefined)	-3	-4%	4%	7%	-7%	-0.8	14%	-3%
12	CCCCOc1ncnc2c1[nH]c1ccc(OC)cc12	nt	-6%	-6%	11%	10%	-1.0	9%	2%
13	O=C(O)C1CCCN1S(=O)(=O)c1cc(Cl)ccc1Cl (centres undefined)	nt	7%[57.1 µM]	-3%	3%	11%	-1.5	-13%	0%
14	C[C@@]1([C@@H](NC(=O)c2cccs2)c2ccc(-c3ccccc3)cc2)C[C@H]1C1CCCCC1	-1	7%	3%	-13%	-2%	-2.3	-2%	-13%
15	COc1ccccc1NCC(=O)c1ccc(Cl)cc1	0	-4%[57.1 µM]	8%	-11%	-22%	-0.5	-38%	-12%
16	COC(=O)c1cc(Br)ccc1NC(=O)CCNC(=O)c1ccco1	1	0%[57.1 µM]	2%	-17%	-5%	0.1	-18%	0%
17	CC(=O)C1=C(O)C2(C)c3c(O)c(C)c(O)c(C(C)=O)c3OC2CC1=O (centres undefined)	-22	-17%	13%	-51%[inhibitor]	5%	-2.4	27%	2%
18	Cc1ccc(Cl)cc1NC(=O)COC(=O)C1CCCCC1	2	-7%	-2%	?	-14%	-0.1	-8%	1%
19	COc1cc(NC(=O)c2ccco2)c(OC)cc1NC(=O)CCC(=O)Nc1cccc(C)c1C	nt	5%	-18%	8%	1%	-3.1	21%	-2%
20	O=C(O)CCC(=O)N1CCC(n2nnc3cc(C(F)(F)F)ccc32)CC1	-24	-6%[11.6 µM]	7%	13%	2%	6.0	14%	-1%
21	COc1cccc(N2CCN(CC(=O)Nc3ccccc3C(=O)NCCc3ccccc3)CC2)c1	-6	-1%	-7%	-4%	6%	1.5	43%	2%
22	Cc1ccccc1-c1nc(CS(=O)CC(=O)NC(C)CCc2ccccc2)c(C)o1 (centres undefined)	0	-2%	-6%	-11%	0%	-2.1	?	?
23	COCCNC(=O)Cn1cc(/C=C(\C#N)C(=O)NC2CC2)c2ccccc21	3	5%	0%	-3%	-16%	1.3	14%	-4%
24	O=C1N[C@H](Cc2ccccc2)COC(=O)[C@H](Cc2ccc(F)cc2)CC/C=C/C[C@H]1CC(=O)N(CCO)Cc1ccccc1	-4	-7%	3%	7%	-12%	-0.7	?	7%
25	Cc1occc1C(=O)NNC(=O)NC12CC3CC(CC(C3)C1)C2	0	4%	3%	-3%	0%	-1.7	7%	0%
26	O=C(NNC(=O)c1cccnc1Cl)c1ccc(F)cc1	8	-4%	-2%	5%	-11%	-1.9	5%	2%
27	N#Cc1c(-c2ccccc2)nc(SCC(=O)NC2CCCCC2)[nH]c1=O	?	4%	4%	8%	-2%	4.1	-13%	-5%
28	CC1C(=O)Nc2ccccc2N1C(=O)c1ccc(F)cc1 (centres undefined)	5	12%	1%	4%	8%	0.2	-13%	-4%
29	O=C(NCc1cccnc1)C(=O)NCC1OCCN1S(=O)(=O)c1cc(F)ccc1F (centres undefined)	6	-24%	0%	-11%	-5%	-0.3	17%	3%
30	O=C(Oc1ccccc1C(=O)N1CCOCC1)c1ccccc1	nt	10%	12%	-6%	5%	-3.5	0%	-6%

nr	Structure	PI5P4K alpha inh	WRN inhibitor	EPAC1 agonist	Abeta rescue	EPAC1 antag	IL-2 act	FUS yeast rescue	PLK1 PBD inh
31	CCC(=O)N1CC2(CC(c3cccc([N+](=O)[O-])c3)=NO2)C[C@H]1C(=O)NCC(N)=O (some centres undefined)	-3	14%	-18%	-3%	24%	-0.5	-15%	-1%
32	COC(=O)CSc1nc2ccccc2n1CC(=O)N(C(C)C)C(C)C	nt	-3%	6%	13%	9%	-2.1	12%	-15%
33	CSc1ccc(S(=O)(=O)Nc2ccc(OCC(=O)N3CCOCC3)cc2)cc1	-2	-3%	10%	1%	-28%	-1.1	18%	?
34	COc1ccc(NC(=O)CN(C)C(=O)CSc2ccc3c(c2)OCCO3)cc1	1	0%	4%	13%	12%	-1.9	9%	?
35	CCc1ccc(NS(=O)(=O)c2c(C(=O)N3CCOCC3)c(C)n(C)c2C)cc1	3	5%	-4%	5%	?	-2.8	-20%	-16%
36	O=C(CN1CCN(C(=O)c2ccc(-c3nc4ccccc4s3)o2)CC1)Nc1ccccc1Cl	0	-6%	3%	-7%	-8%	-0.8	-3%	-2%
37	CN(C)CCNC(=O)c1cccc(-c2cnc3c(NC=O)cc(-c4cc(F)c(F)c(F)c4)cn23)c1	1	?	-3%	-15%	7%	-0.9	4%	-6%
38	COc1cccc(/C(C#N)=C/c2c(-c3ccc(Cl)cc3)nc3c(C)cccn23)c1	19	-2%	10%	-19%	-20%	-0.7	11%	-14%
39	NC(=O)c1c(NC(=O)c2ccc(S(=O)(=O)N3CCOCC3)cc2)sc2c1CCCCC2	-4	-1%	-6%	8%	23%	1.7	18%	-13%
40	Cc1cccc(NC(=O)c2cc(NC(=O)CCCC(=O)O)ccc2Cl)n1	nt	-8%	8%	-7%	3%	-0.9	24%	-10%
41	COc1cccc(-c2noc(CCC(=O)NCCc3ccccc3)n2)c1	1	-7%	-1%	7%	-2%	-4.6	14%	-14%
42	CCCSc1nsc(NC(=O)Nc2ccc(F)cc2F)n1	-1	-1%	-4%	-10%	-2%	-0.9	35%	-6%
43	CCc1ccc(-n2c(SCC(=O)c3ccc4c(c3)NC(=O)CO4)nc3ccccc3c2=O)cc1	3	-3%	2%	6%	-2%	-0.1	-4%	-2%
44	OCCCN1CNC(=S)NC1	8	-6%	9%	4%	11%	1.4	-2%	0%
45	Cn1c(=O)c(Oc2cc(Cl)cc(Cl)c2)nc2ccccc21	nt	7%	-6%	9%	8%	0.8	-5%	1%
46	c1ccc2c(c1)ncn2Cc1nnc2sc(-c3ccc4c(c3)OCO4)nn12	-28	3%	-2%	23%	0%	-2.0	25%	19µM*
47	COc1ccc(OC)c(C(=O)COC(=O)c2c(OC)cccc2OC)c1	-3	24%	3%	-1%	-13%	-0.5	3%	0%
48	COc1ccc(C(=O)CSc2nc(SC)ns2)cc1OC	-7	-15%	7%	-1%[9.22 µM]	0%	-4.1	-39%	-1%
49	COc1ccc(N2CC(NC(=O)N3CCN(C(=O)c4ccco4)CC3)CC2=O)cc1OC (centres undefined)	-9	0%	5%	6%	-3%	-0.8	6%	-15%
50	O=C1c2ccccc2C(=O)N1Cc1ccccn1	2	0%	5%	-5%	-4%	0.9	4%	-5%
51	O=[N+]([O-])c1ccc(O)c2ncccc12	-1	-7%	-17%	-65%[inhibitor]	-12%	-0.8	-21%	-13%
52	C=CCOc1ccc(Br)cc1CNCCO	-5	9%	-15%	-7%	-10%	5.8	0%	-10%
53	C/C(=N\NC(=O)c1nnn(-c2nonc2N)c1CN1CCCCCC1)c1ccc(Br)cc1	-1	-2%	-4%	-15%	9%	-2.2	20%	-9%
54	O/N=C/c1cn(-c2ccccc2)nc1-c1ccccc1	7	-2%	2%	5%	5%	0.2	-1%	-2%
55	CC(=O)NC12CC3CC(C1)CC(C(=O)N1CCN(S(=O)(=O)c4cccc([N+](=O)[O-])c4)CC1)(C3)C2	-2	-1%	14%	-10%	4%	0.1	14%	-2%
56	CN1CCN(C(=O)c2cccn(Cc3ccc(C(F)(F)F)cc3)c2=O)CC1	10	6%	-15%	-10%	3%	1.8	-14%	-15%
57	Cn1ncc(N=Cc2ccc([N+](=O)[O-])cc2)c1C(=O)N1CCOCC1	nt	-2%	-1%	-7%	1%	-0.8	-16%	-3%
58	CC(NC(=O)c1ccc2ccccc2n1)c1ccc(Br)cc1 (centres undefined)	20	-8%	22%	-4%	0%	0.1	44%	-14%
59	C=CCC[C@@H](Cc1ccc(F)cc1)C(=O)OC[C@@H](Cc1c[nH]c2ccccc12)NC(=O)[C@H](CC=C)CC(=O)N(CCO)Cc1ccccc1	3	-3%	-33%[inhibitor]	5%	-26%	-2.0	?	2%
60	COC(=O)c1ccc(NC(=O)CSc2nnc(COc3ccccc3)n2C)cc1	1	-35%[57.1 µM]	1%	4%	3%	-1.7	-9%	-11%
61	Cc1nc(C)c(C(=O)C2=C(O)C(=O)N(CCN(C)C)C2c2ccccc2)s1 (centres undefined)	-3	7%	10%	2%	7%	0.1	-12%	-13%
62	Cc1ccc(-c2csc3nc(=O)c(C)nn23)cc1	nt	-7%	0%	18%	7%	-2.4	-22%	-2%

# Numbers 31 through 32, quoted:
nr	Structure	PI5P4K alpha inh	WRN inhibitor	EPAC1 agonist	Abeta rescue	EPAC1 antag	IL-2 act	FUS yeast rescue	PLK1 PBD inh
31	CCC(=O)N1CC2(CC(c3cccc([N+](=O)[O-])c3)=NO2)C[C@H]1C(=O)NCC(N)=O (some centres undefined)	-3	14%	-18%	-3%	24%	-0.5	-15%	-1%
32	COC(=O)CSc1nc2ccccc2n1CC(=O)N(C(C)C)C(C)C	nt	-3%	6%	13%	9%	-2.1	12%	-15%
